BRCA1 expr up = qHTS Assay to Identify Small Molecule Activators of BRCA1 Expression; MCF7-BRCA1-FFLuc reporter, luminescence, 48 h; response scale: scaled: vehicle 0%, 10 µM genistein 100%; Potency, µM (highest dose often 46.1 µM), for inactives: at the highest dose activation, most hits filed as activators; hit rate 1.1% among 380,000; note: nearly all actives have a fitted effect of over 80% in size; some results filed as inactive show a strong effect at the top dose
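First, MCF7-BRCA1-FFLuc cells (2000/well) attach for 2 h; next, compounds are pin-added and incubated 48 h at 37 °C; finally, luciferase reagent is added and luminescence read after 15 min.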
FLuc modulator = qHTS profiling assay for firefly luciferase inhibitor/activator using purifed enzyme and Km concentrations of substrates (counterscreen for miR-21 project); Potency, µM (series often up to 57.5 µM), inactives show at the highest dose activity change, negative = inhibition, hits mostly inhibitors; Luciferin 4-monooxygenase (Photinus pyralis), P08659; AID 588342, 2011; purified FLuc, Km substrates, luminescence inhibition; hit rate 6.9% among 360,000;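 note: plate controls were vehicle for no effect and reference inhibitor for full effect; nearly all actives have a fitted effect of over 55% in size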
Target sequence (P08659 whole entry, looked up): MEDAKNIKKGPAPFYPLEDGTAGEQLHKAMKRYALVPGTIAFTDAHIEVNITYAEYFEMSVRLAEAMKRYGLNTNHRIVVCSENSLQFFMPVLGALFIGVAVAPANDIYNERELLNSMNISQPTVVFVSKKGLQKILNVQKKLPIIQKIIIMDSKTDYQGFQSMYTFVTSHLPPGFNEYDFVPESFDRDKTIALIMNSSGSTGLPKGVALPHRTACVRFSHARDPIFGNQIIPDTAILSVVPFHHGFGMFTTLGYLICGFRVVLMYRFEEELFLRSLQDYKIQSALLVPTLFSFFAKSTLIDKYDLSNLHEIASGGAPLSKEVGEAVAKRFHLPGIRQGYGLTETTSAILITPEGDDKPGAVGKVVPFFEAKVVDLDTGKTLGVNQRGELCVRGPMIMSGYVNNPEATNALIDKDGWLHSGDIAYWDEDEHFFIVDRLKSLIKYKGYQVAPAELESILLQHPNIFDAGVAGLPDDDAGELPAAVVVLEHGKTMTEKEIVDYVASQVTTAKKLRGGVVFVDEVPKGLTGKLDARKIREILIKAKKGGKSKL
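Biochemical qHTS of compounds, final roughly 60 µM downward over six points, against 10 nM purified firefly luciferase using Km concentrations of substrates (10 uM D-luciferin, 10 uM ATP) in Tris acetate pH 7.5 buffer; luminescence output.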
NPC1 promoter act = qHTS Assay for NPC1 Promoter Activators. Potency, µM (titrated, usually from 9.22 µM), for the others: top-dose activation, usual class: activators. hit rate 2.4% among 320,000. Huh7 NPC1 promoter luciferase reporter, 24 h. AID 485313, 2010;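 note: % of control where 0% means no effect; nearly all actives have a fitted effect of over 60% in size; reporter is driven by a mutant NPC1 promoter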
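NPC1 promoter–luciferase Huh7 cells; 24 h compound; luminescence.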
p53 reactivation = qHTS assay for re-activators of p53 using a Luc reporter. AID 504706, 2011. H1299 p53-A138V BP100-luciferase reporter, luminescence, 24 h. Potency, µM (titrated, usually from 92.2 µM), for the others: at the highest dose activity change, positive = activation, actives largely listed as activators. hit rate 0.063% among 320,000; note: % of control where 0% means no effect; nearly all actives have a fitted effect of over 45% in size
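H1299 (p53-null), stable ts p53-A138V + BP100-Luc; 1000 cells/well, Opti-MEM/10% FBS; cpd 4 pt, 1:5; 24 h, 37 deg C, 5% CO2; detection reagent 10 min RT; luminescence.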
ELG1 genotox = qHTS screen for small molecules that induce genotoxicity in human embryonic kidney (HEK293T) cells expressing luciferase-tagged ELG1; HEK293T ELG1-luciferase reporter, luminescence, 16 h; Potency, µM (top dose mostly 46 µM), for inactives: top-dose activity change, positive = activation, most hits filed as activators; hit rate 1.3% among 330,000; AID 504466, 2011; note: % of control where 0% means no effect; nearly all actives have a fitted effect of over 60% in size
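After overnight (16 hr) compound treatment at 37 °C, ELG1-luciferase HEK293T cells were lysed with ONE-Glo; luminescence quantified 30 min later at room temperature.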
VP16 counter = VP16 counterscreen qHTS for inhibitors of ROR gamma transcriptional activity. Drosophila S2 Gal4-VP16 UAS-luciferase, luminescence, 20 h. Potency, µM (series often up to 53.6 µM), without a hit: top-dose activity, negative = inhibition, actives largely listed as inhibitors. hit rate 3.5% among 310,000;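 note: Gal4-VP16 expression switched on by copper sulfate through the metallothionein promoter; % is set by controls: 0 for no effect and ±100 for the full control effect; nearly all actives have a fitted effect of over 50% in size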
MBNL1-CUG inh = qHTS Assay for Inhibitors of MBNL1-poly(CUG) RNA binding. AID 2675, 2010. hit rate 0.036% among 280,000. Potency, µM (doses to about 57.5 µM), for inactives: at the top dose activity change, negative = inhibition, usual class: inhibitors. TR-FRET MBNL1-His/biotin-(CUG)12 binding, 665/545 ratio; active = well fitted inhibition curve with a large enough effect in the signal ratio, with a control signal flat, not every such curve was filed as active; inconclusive = small, poorly fitted or top-dose-only effect, or effect the other way, or a change in a side signal; inactive = no such curve, though single readings can be large or run the other way; the % refers to the signal ratio; note: % is set by controls: 0 for no effect and ±100 for the full control effect
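Inhibition of protein-RNA binding appears as loss of TR-FRET between terbium anti-His antibody on MBNL1-His and streptavidin-XL665 on biotin-(CUG)12. Activity is normalized to buffer-only and uninhibited-complex controls.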
uPA surface inh = qHTS for Inhibitors of Cell Surface uPA Generation | hit rate 0.31% among 330,000 | cell surface uPA generation assay, qHTS | Potency, µM (series often up to 38.3 µM), for inactives: at the highest dose activity change, negative = inhibition, most hits filed as inhibitors; active = well fitted inhibition curve with a large enough effect; inconclusive = small, poorly fitted or top-dose-only effect; inactive = no such curve, though single readings can be large or run the other way; tested in mouse RAW 264.7 cells; note: % is set by controls: 0 for no effect and ±100 for the full control effect; nearly all actives have a fitted effect of over 55% in size
Rab9 prom act = qHTS Assay for Rab9 Promoter Activators; Potency, µM (highest dose often 9.22 µM), without a hit: at the top dose activation, negative = inhibition, actives largely listed as activators; AID 485297, 2010; Huh7 Rab9 promoter-luciferase reporter, luminescence, 24 h; hit rate 2.8% among 320,000; note: % of control where 0% means no effect; nearly all actives have a fitted effect of over 60% in size
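Stable Rab9-luc Huh7, 1500 cells/well, 2 h settle; cmpd in DMSO, 24 h, 37 °C/5% CO2; luciferase reagent 10 min RT; luminescence.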
MLL CXXC-DNA inh = qHTS Fluorescence Polarization Assay for Inhibitors of MLL CXXC domain - DNA interaction; Histone-lysine N-methyltransferase 2A (Homo sapiens), Q03164; MLL-CXXC / FITC-HOXA9 DNA fluorescence polarization; Potency, µM (highest dose often 115 µM), without a hit: at the top dose activity change, negative = inhibition, actives largely listed as inhibitors; hit rate 0.037% among 290,000; active = well fitted inhibition curve with a large enough effect in the polarisation, with a control signal flat, not every such curve was filed as active; inconclusive = small, poorly fitted or top-dose-only effect, or effect the other way, or a change in a side signal; inactive = no such curve, though single readings can be large or run the other way; the % refers to the polarisation
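Steps: dispense CXXC domain solution (7 uM) → pin compounds or unlabeled HOX-A9 DNA control → 5 min ambient → add FLSN-HOX-A9 solution (50 nM) → spin → 30 min ambient → fluorescence polarization. Tris pH 7.5/NaCl/DTT/BSA buffer.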
RORgamma inh = qHTS for inhibitors of ROR gamma transcriptional activity | hit rate 5.4% among 310,000 | Drosophila S2 Gal4-RORgamma UAS-luciferase reporter, 20 h | Potency, µM (doses to about 53.6 µM), without a hit: at the highest dose activity change, negative = inhibition, usual class: inhibitors | Nuclear receptor ROR-gamma (Mus musculus), P51450; note: % is set by controls: 0 for no effect and ±100 for the full control effect; nearly all actives have a fitted effect of over 60% in size
Target sequence (P51450 whole entry, looked up, the tested form may be a part): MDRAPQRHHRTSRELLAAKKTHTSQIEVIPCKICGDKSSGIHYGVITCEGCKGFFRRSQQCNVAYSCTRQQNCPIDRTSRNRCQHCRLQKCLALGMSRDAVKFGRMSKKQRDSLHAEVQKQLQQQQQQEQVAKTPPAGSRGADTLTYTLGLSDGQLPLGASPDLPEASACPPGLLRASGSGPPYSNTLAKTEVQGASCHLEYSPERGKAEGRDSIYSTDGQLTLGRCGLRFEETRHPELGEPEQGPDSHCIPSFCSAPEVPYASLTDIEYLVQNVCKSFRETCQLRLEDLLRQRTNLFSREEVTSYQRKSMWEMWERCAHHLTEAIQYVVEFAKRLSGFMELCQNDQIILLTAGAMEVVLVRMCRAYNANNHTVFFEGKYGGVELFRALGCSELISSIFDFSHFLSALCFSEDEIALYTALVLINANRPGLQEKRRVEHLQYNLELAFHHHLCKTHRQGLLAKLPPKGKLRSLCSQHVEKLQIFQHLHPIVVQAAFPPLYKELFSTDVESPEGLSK
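Read-out: Photinus luciferase luminescence; inhibitors lower reporter signal. Insect Schneider cells with Gal4-ROR gamma fusion under metallothionein promoter, UAS reporter; 700 uM final copper sulfate induction, 20 hr, ambient temperature.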
* marks the source's active call; other numbers are inactive results; ? = inconclusive; . = not tested or not shown; [ ] = dose if it differs, or a comment. Unless noted, calls come from the whole dose curve; as a rule, active = well fitted curve in the direction sought with a large enough effect; inconclusive = small, poorly fitted or top-dose-only effect, or another doubt; inactive = no such curve, though single readings can be large; an effect the other way counts as inactive or inconclusive. Potency is the fitted concentration of half-maximal effect. An excerpt; the hit share may differ from the screen's.

SMILES	BRCA1 expr up	FLuc modulator	NPC1 promoter act	p53 reactivation	ELG1 genotox	VP16 counter	MBNL1-CUG inh	uPA surface inh	Rab9 prom act	MLL CXXC-DNA inh	RORgamma inh
CSCCC(NS(=O)(=O)/C=C/c1ccccc1)C(=O)O (stereo not drawn)	8%	-18%	-1%	0%	1%	7%	-4%	-2%	24%	-3%	10%
CCc1ccc(C(=O)NNC(=O)C2CC(=O)N(Cc3ccccc3)C2)cc1 (stereo not drawn)	-14%	-11%	0%	2%	-2%	.	.	-1%	-4%	.	.
OCCCc1cn(Cc2ccccc2)c2ccccc12	23%	-9%	1%	8%	0%	3%	2%	15%	-3%	2%	6%
CN(Cc1nc(-c2ccc(Cl)cc2)no1)C(=O)c1ccc2c(c1)OCO2	-26%	2%	7%	-2%	9%	.	.	-5%	-4%	.	.
COc1ccc(CNC(=O)CCCCCNc2nc(=S)[nH]c3ccccc23)cc1	-9%	-4%	-7%	0%	-10%	-3%	11%	-8%	-2%	-3%	?
Cc1cc(NC(=O)CCC(=O)N(c2cccc(F)c2)C(C(=O)NC2CCCC2)c2ccncc2)no1 (stereo not drawn)	-5%	3%	-2%	-2%	1%	0%	-1%	0%	4%	0%	1%
CCNc1nc(NCC)nc(Oc2ccc(OCC)nn2)n1	-7%	0%	-3%	-8%	?	-4%	8%	-12%	9%	6%	-29%
COc1ccccc1C1(O)CCN(CC(=O)Nc2c(C)nn(C)c2C)CC1	3%	2%	-1%	-11%	0%	-2%	-15%	9%	0%	-16%	14%
Brc1nc(Br)n(Cc2ccccc2)n1	7%	3%	-9%	-3%	-1%	21%	-2%	3%	2%	0%	-14%
CO/N=C/Cc1c([N+](=O)[O-])c(C)nn1C	-17%	0%	0%	-3%	2%	1%	-6%	0%	1%	0%	2%
O=C(CN1CCCCCC1)NN(Cc1ccccc1)c1ccccc1	12%	0%	-4%	-2%	0%	-3%	-1%	-1%	-6%	0%	-3%
COc1ccc(C(=O)Oc2ccc(C(=S)N3CCCC3)cc2)cc1OC	.	4%	0%	?	3%	-5%	.	.	1%	52%[activator]	-17%
CC(C)(C)c1ccc(C(=O)NCCC(=O)N2CCCC2)cc1	?	9.5µM*	2.2µM*	?	21µM*	-3%	-7%	-2%	4µM*	9%	-5%
CCc1ccc2[nH]c3nc(SCc4nnc(-c5ccccc5)o4)nnc3c2c1	-3%	2%	-4%	3%	-3%	0%	4%	-1%	-5%	-5%	0%
CN(C)/C=C(/C(=O)c1ccc(Cl)cc1)S(=O)(=O)c1ccc(Cl)cc1	9%	1%	-1%	-3%	12%	-5%	-3%	4%	-2%	-6%	4%
Cc1ccc(S(=O)(=O)NCC(=O)OCC(=O)NCc2ccc(F)cc2)cc1	4%	2%	-4%	2%	-3%	-2%	-4%	0%	-1%	-4%	-8%
O=C(NCc1cccnc1)NC1(C(F)(F)F)Oc2ccc(Cl)cc2O1 (stereo not drawn)	-7%	1%	-6%	-2%	?	?	-5%	?	-4%	6%	11µM*
CCc1cc(=O)[nH]c(SCC(=O)N2CCOCC2)n1	3%	0%	-4%	0%	-3%	.	.	3%	-3%	.	.
CN(C(=S)NC(=O)C1(C)CC1(Cl)Cl)c1ccccc1 (stereo not drawn)	6%	2%	-1%	-3%	1%	?	-9%	2%	-2%	19%	?
CSc1nc(C)c(Cl)c(C)c1C#N	-13%	0%	-1%	9%	1%	1%	-3%	5%	5%	10%	4%
O=C(Cc1ccc(Br)cc1)NCCN1CCOCC1	-5%	-2%	-2%	-4%	1%	-1%	0%	2%	-2%	40%[activator]	0%
COc1cccc(-c2nc(-c3ccccc3)no2)c1	55%	?	?	?	?	?	-3%	-2%	?	7%	-41%
C/C(=N/NS(=O)(=O)c1ccc(C(C)(C)C)cc1)c1ccc2c(c1)OCO2	-16%	-8%	-1%	12%	-4%	-10%	3%	-2%	0%	-6%	37%
Cc1ccnc(SCc2cn3c(C)cccc3n2)n1	62%	?	6%	2%	11%	27%	-4%	-2%	13%	-4%	?
CN(CCOc1ccccc1)C(=O)CCc1nc2sc3c(c2c(=O)[nH]1)CCCC3	-28%	-1%	-3%	-2%	4%	-3%	4%	11%	-5%	0%	-2%
Clc1ccc(C(c2ccccc2)N2CCNCC2)cc1 (stereo not drawn)	44%	-1%	5%	-2%	-8%	1%	-11%	.	-5%	-6%	-36%
O=[N+]([O-])c1ccc(NC(=S)N2CCN(c3ccccc3)CC2)cc1	-8%	1%	-1%	-13%	1%	?	?	15%	3%	17%	-20%
C=CCn1c(N2C(=O)CC(Cc3ccccc3)C2=O)nc2ccccc21 (stereo not drawn)	26%[1.84 µM]	3%	-2%	-3%	-4%	-3%	-4%	-8%	0%	-22%	-24%
CCC(=O)Nc1c(C(=O)N2CCCCCC2)cnn1-c1ccc(C)c(C)c1	9%	0%	-1%	2%	-1%	2%	-3%	.	-1%	10%	1%
O=C(Nc1cccnc1)C1(c2ccc(Cl)cc2)CCCC1	-19%	1%	0%	2%	-8%	5%	-4%	-5%	1%	-21%	33%
Cc1ccc(O)c(C(=O)c2cc(C#N)c(=O)n(CC3CCCO3)c2)c1 (stereo not drawn)	-21%	2%	-6%	-3%	-13%	0%	8%	3%	-8%	1%	3%
Cc1ccc(/C=C2\SC(=S)N(CCC(=O)Nc3cccnc3)C2=O)cc1	-36%	-11%	2%	0%	3%	9%	11%	16%	0%	-5%	-26%
O=C(Nc1nccs1)c1cccc(NC(=O)C(F)(F)F)c1	89%	-18%	?	9%	9%	2%	-15%	-10%	?	0%	-7%
O=C(/C=C/c1ccco1)NCCCN1CCN(CCCNC(=O)/C=C/c2ccco2)CC1	-9%	0%	-2%	0%	0%	1%	?	-1%	-7%	24%	13%
COC(=O)c1ccc(C(=O)N2CCCC(N3CCN(c4ccccc4)CC3)C2)nc1 (stereo not drawn)	6%	-2%	-13%	1%	2%	3%	-3%	3%	3%	0%	-15%
COc1ccc(N(CC(=O)N2CCOCC2)S(C)(=O)=O)cc1OC	2%	3%	-2%	?	4%	-2%	2%	-1%	3%	-5%	6%
Cc1ccc2occ(/C=C/C(=O)c3ccccc3O)c(=O)c2c1	51%	?	?	4%	7%	?	2%	-5%	12%	15%	19%
CC(=O)c1ccc(OCC(=O)Nc2ccccc2C(=O)NC2CC2)cc1	-7%	0%	-3%	-1%	4%	-4%	-1%	-3%	4%	23%	-14%
CCn1nc(C(=O)NNC(=O)c2ccccc2)c2ccccc2c1=O	-8%	.	-2%	20%	5%	.	.	6%	-3%	.	.
Cc1ccc(-n2nnnc2SCC(=O)NCCC2=CCCCC2)c(C)c1	-16%	6%	2%	2%	0%	2%	5%	4%	0%	4%	-10%[10 µM]
COC(=O)/C(C#N)=C/c1c(N2CCN(C)CC2)nc2ccccn2c1=O	0%	0%	-3%	1%	0%	-7%	?	-8%	1%[1.84 µM]	?	-5%
Cc1ccc(CNC(=O)CS(=O)Cc2nc(-c3ccccc3C)oc2C)cc1 (stereo not drawn)	0%	0%	-2%	-4%	1%	8%	5%	-3%	1%	-5%	11µM*
O=C(Nc1nnc(Cc2ccc(Cl)cc2)s1)c1cccs1	-33%	-1%	17%	7%	21%	20%[0.365 µM]	-5%	3%	20%	20%	?
Cc1ccnc(N2C(=O)OC(C)(C)C2(C)O)c1 (stereo not drawn)	2%	-1%	-3%	4%	-8%	11%	-1%	4%	0%	-4%	14%
COCC(=O)Nc1ccccc1C(=O)Nc1ccc(OC)cc1	89%	1%	?	?	?	6%	-1%	0%	2.8µM*	-8%	-18%

Two of these compounds, reformatted:
Cc1ccc2occ(/C=C/C(=O)c3ccccc3O)c(=O)c2c1
  BRCA1 expr up: 51%	FLuc modulator: ?	NPC1 promoter act: ?	p53 reactivation: 4%	ELG1 genotox: 7%	VP16 counter: ?	MBNL1-CUG inh: 2%	uPA surface inh: -5%	Rab9 prom act: 12%	MLL CXXC-DNA inh: 15%	RORgamma inh: 19%
Cc1ccnc(N2C(=O)OC(C)(C)C2(C)O)c1 (stereo not drawn)
  BRCA1 expr up: 2%	FLuc modulator: -1%	NPC1 promoter act: -3%	p53 reactivation: 4%	ELG1 genotox: -8%	VP16 counter: 11%	MBNL1-CUG inh: -1%	uPA surface inh: 4%	Rab9 prom act: 0%	MLL CXXC-DNA inh: -4%	RORgamma inh: 14%
